USP2a block: inhibitors of human ubiquitin-specific protease USP2a; Potency, µM (series often up to 38.3 µM), for the others: at the highest dose activity change, negative = inhibition, hits mostly inhibitors; O75604; USP2 core, Ub-CHOP2 coupled fluorogenic reporter, 485/531; AID 463254; hit rate 0.01% among 330,000;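 note: potency is the fitted concentration of half-maximal effect; plate controls were DMSO wells for no effect and full inhibition by NEM control for full effect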
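USP2 core (10nM final) preincubated 30min RT with compound in 20mM Tris-HCl pH 8.0, 2mM CaCl2, 2mM beta-mercaptoethanol, 0.05% CHAPS; 25nM Ub-CHOP2 plus 25nM reporter substrate added, fluorescence (Ex485/Em531) read after 60min.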
Eya2 inh: Eya2 (human) phosphatase inhibition; Potency, µM (top dose mostly 76.9 µM), without a hit: at the highest dose activity, negative = inhibition, hits mostly inhibitors; O00167; hit rate 0.006% among 330,000; recombinant Eya2, OMFP fluorescence dephosphorylation (OMFP is methylfluorescein phosphate); note: potency is the fitted concentration of half-maximal effect; % is set by controls: 0 for no effect and ±100 for the full control effect
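Eya2 (0.2 uM) preincubated 10 min at ambient with compound, then OMFP substrate added at 50 uM; 10 min reaction in 50 mM HEPES pH 7.5, 50 mM NaCl, 5 uM MgCl2, 0.05% BSA, 1 mM DTT. Fluorescence read at Ex 485/Em 525 nm.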
TSHR antagonist: blocks TSH signaling through the human TSH receptor; P16473; TSHR-expressing cells, TSH-stimulated cAMP HTRF, 2 h; hits give low values; activity change, negative = inhibition, % at 11.5 µM; hit rate 0.2% among 330,000; AID 504810;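 active = activity change below a set negative limit, meaning inhibition stronger than a set level, cut at about -70% in these data; inconclusive = activity change between two set negative limits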; note: % is set by controls: 0 for no effect and ±100 for the full control effect
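Antagonism was scored as loss of TSH-driven cAMP in TSHR cells, stimulated with 4nM TSH (EC80) for 2 hours at 37 deg C and detected by homogeneous HTRF competition immunoassay.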
KCNH2 3.1 inh: blocks the human KCNH2 3.1 channel isoform | activity change, % (tested at about 1.8 µM) | hit rate 0.95% among 340,000 | U2OS KCNH2 3.1, thallium flux FluxOr; hits give low values;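 active = maximum activity change below -70%; inconclusive = maximum activity change from -70% to -50%; inactive = maximum activity change above -50%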;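 note: thallium influx rate constant from kinetic fluorescence after stimulation buffer; % is set by controls: 0 for no effect and ±100 for the full control effect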
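Kinetic fluorescence (2 min after stimulation buffer) measures Tl+ influx through KCNH2 3.1 expressed by viral transduction in U2OS cells; the rate constant is normalized against DMSO controls serving as positive and negative references.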
Mito fusion act: inhibitors of mitochondrial division or activators of mitochondrial fusion; AID 485298; hit rate 0.23% among 320,000; S. cerevisiae fusion-defective mutant growth rescue, CellTiterGlo 48 h; Potency, µM (top dose mostly 46.1 µM), for the others: at the highest dose growth rescue (activation), most hits filed as activators;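 note: potency is the fitted concentration of half-maximal effect; % of control where 0% means no effect; nearly all actives have a fitted effect of over 45% in size; temperature-sensitive fusion mutants such as fzo1-1 at 37 °C on non-fermentable ethanol glycerol medium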
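Growth-rescue viability read-out: after 48 h at the non-permissive 37C in glycerol/ethanol YPEG, yeast mitochondrial fusion mutants are measured by CellTiterGlo luminescence; compounds (23 nl pinned per well) restoring growth score as division inhibitors or fusion activators.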
ELG1 DNA repair: ELG1-dependent DNA repair inhibition; HEK293T ELG1-luciferase reporter, luminescence, 16 h; DNA damage induced by 5-fluorouridine; Potency, µM (doses to about 46.1 µM), for the others: at the highest dose activity change, negative = inhibition, most hits filed as inhibitors; hit rate 2.3% among 330,000; AID 504467; note: potency is the fitted concentration of half-maximal effect; % is set by controls: 0 for no effect and ±100 for the full control effect; nearly all actives have a fitted effect of over 55% in size
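HEK293T cells expressing luciferase-tagged ELG1 (2,000/well) received 5-Fluorouridine plus compound or DMSO for 16 hr at 37 °C. Luciferase was read by ONE-Glo luminescence after 30 min at room temperature.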
AT treatment: candidate therapy for ataxia-telangiectasia; […] A-T fibroblasts, KAP-1 phosphorylation AlphaLISA; neocarzinostatin DNA damage 30 min before lysis; Potency, µM (titrated, usually from 57.5 µM), without a hit: at the highest dose activation, usual class: activators; hit rate 0.19% among 320,000; AID 485349; note: potency is the fitted concentration of half-maximal effect; % of control where 0% means no effect; nearly all actives have a fitted effect of over 45% in size
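hTERT-immortalized A-T patient fibroblasts ([…]), 500 cells/well in OPTI-MEM, 1% FBS, got compounds for 60 min, then NCS for 30 min at 37C. Lysates were then assayed for phospho-KAP-1 by AlphaLISA (anti-pKAP1 donor, anti-KAP1 acceptor beads), 6 hr at 25C.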
TRPV1 agonist: activates the human vanilloid receptor TRPV1; activation, % at 8.33 µM; hit rate 0.19% among 320,000; Q8NER1; TRPV1-expressing cells, Fluo-8 calcium influx, agonist mode; in the data active = activation above about 80%; inconclusive = between about 30% and that limit; note: 0% is about no effect
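Cells expressing TRPV1 were dye-loaded with Fluo-8 and read kinetically: 10 s baseline, 3 min after compound (agonist portion), then 2 min after EC20 capsaicin (allosteric enhancer portion). Calcium-bound dye fluorescence at 480/520 nm.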
KCNH2 WT inh: blocks the wildtype human KCNH2 potassium channel; Q12809; U2OS, BacMam KCNH2, thallium flux FluxOr; hits give low values; activity change, % at 1.84 µM; hit rate 0.37% among 340,000;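 active = maximum activity change below -70%; inconclusive = maximum activity change between -70% and -50%; inactive = maximum activity change above -50%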; note: % is set by controls: 0 for no effect and ±100 for the full control effect
Target sequence (Q12809 whole entry, looked up): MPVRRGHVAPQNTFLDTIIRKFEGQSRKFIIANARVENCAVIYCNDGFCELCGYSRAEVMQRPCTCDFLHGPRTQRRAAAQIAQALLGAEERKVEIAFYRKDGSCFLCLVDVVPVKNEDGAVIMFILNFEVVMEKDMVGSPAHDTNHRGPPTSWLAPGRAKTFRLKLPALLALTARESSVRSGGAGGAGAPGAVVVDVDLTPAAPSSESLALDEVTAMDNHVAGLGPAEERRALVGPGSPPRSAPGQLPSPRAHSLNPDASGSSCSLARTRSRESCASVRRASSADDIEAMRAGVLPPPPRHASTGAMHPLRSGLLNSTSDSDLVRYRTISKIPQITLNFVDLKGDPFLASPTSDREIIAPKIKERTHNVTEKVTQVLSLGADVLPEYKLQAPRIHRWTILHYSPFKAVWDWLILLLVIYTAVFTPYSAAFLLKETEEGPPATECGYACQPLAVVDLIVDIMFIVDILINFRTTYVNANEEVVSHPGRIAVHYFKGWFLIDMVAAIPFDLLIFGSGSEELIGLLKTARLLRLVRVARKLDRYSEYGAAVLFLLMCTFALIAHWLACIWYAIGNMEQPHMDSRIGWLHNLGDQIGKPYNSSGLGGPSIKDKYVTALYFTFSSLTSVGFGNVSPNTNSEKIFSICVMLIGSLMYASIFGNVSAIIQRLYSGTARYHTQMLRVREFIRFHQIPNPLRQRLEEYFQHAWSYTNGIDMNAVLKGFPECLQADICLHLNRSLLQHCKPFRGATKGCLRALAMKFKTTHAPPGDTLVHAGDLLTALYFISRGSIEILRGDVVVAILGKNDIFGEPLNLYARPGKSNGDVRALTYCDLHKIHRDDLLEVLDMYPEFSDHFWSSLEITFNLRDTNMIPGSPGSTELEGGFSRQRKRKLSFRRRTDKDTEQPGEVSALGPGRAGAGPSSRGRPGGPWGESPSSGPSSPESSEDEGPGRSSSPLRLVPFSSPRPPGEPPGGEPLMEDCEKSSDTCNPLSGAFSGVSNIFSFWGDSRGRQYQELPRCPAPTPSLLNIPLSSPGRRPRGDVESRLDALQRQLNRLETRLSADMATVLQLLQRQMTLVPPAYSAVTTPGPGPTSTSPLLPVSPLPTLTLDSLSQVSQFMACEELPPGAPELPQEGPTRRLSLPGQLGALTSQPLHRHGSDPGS
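U2OS cells transduced with wild-type KCNH2 virus are loaded with FluxOr dye for 45 min, and thallium flux is measured in kinetic reads before and after stimulation buffer. Rate constants are normalized to DMSO controls.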
TCR act: T cell receptor activation. primary human leukocytes, anti-CD3, IL-2 HTRF, 48 h. Potency, µM (highest dose often 9.22 µM), for inactives: top-dose activation of IL-2 secretion, actives largely listed as activators. 330,000 tested, under 10 active. AID 504894; note: % of control where 0% means no effect
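Readout: HTRF IL-2, Eu-cryptate/d2 antibody pair, 320nm excitation, 665nm emission. Stimulus: a-CD3 beads, no co-stimulation. Cells: primary human leukocytes. Exposure: 48 hr with compound.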
The depositor's hits bear a star; ? = inconclusive; / = no result given; [ ] = dose if it differs, or a comment. Unless noted, calls come from the whole dose curve; as a rule, active = well fitted curve in the direction sought with a large enough effect; inconclusive = small, poorly fitted or top-dose-only effect, or another doubt; inactive = no such curve, though single readings can be large; an effect the other way counts as inactive or inconclusive. This is a subset, so the mix of outcomes need not match the whole.

Values in the order – USP2a block, Eya2 inh, TSHR antagonist, KCNH2 3.1 inh, Mito fusion act, ELG1 DNA repair, AT treatment, TRPV1 agonist, KCNH2 WT inh, TCR act
O=C(Cn1[nH]c(=O)c2ccccc2c1=O)OCC(=O)c1ccc(F)c(F)c1
 : 4%, 3%, /, 12, /, 0%, 6%, /, -12, /
COC(=O)c1cc(NS(=O)(=O)c2ccc(OC)c(OC)c2)ccc1Cl
 : 1%, -26%, 0, 0, -10%, -3%, 1%, -1, 18, 9%
COC(=O)NC(NC(=S)Nc1ccc([N+](=O)[O-])cc1)C(Cl)(Cl)Cl (stereo not drawn)
 : 1%, -8%, -17, 4, -3%, ?, 0%, 5, 0, -3%[46.1 µM]
O=C(CNC(=O)c1ccccc1F)NCCc1ccc(Cl)cc1
 : -1%, 16%, /, 0, -5%, 14%, 8%, 3, 1, -2%
COc1cc(S(=O)(=O)NCc2ccncc2)c(OC)cc1C
 : 0%, 3%, -9, 15, -7%, -23%, 1%, -1, 22, 2%
COC(=O)Cn1c2ccccc2c2nc(C)sc21
 : 0%, 19%, 2, /, -4%, 11%, 10%, -2, -23, -6%
O=C(O)Cc1ccc(S(=O)(=O)N2CCCC2)s1
 : -1%, -2%, -5, 0, /, 13%, -4%, /, 6, 5%[46.1 µM]
O=[N+]([O-])c1ccc(N=Nc2c(Cl)cc(O)cc2Cl)cc1
 : 4%, 2%, -91*, -28, -51%[inhibitor], ?, -8%, 4, -6, 0%
O=C(NCc1ccc2c(c1)OCO2)c1cc2ncc(Br)cn2n1
 : 1%, -23%, 6, -23, -1%, -4%, -6%, 1, -23, 2%
O=C(CCCN1C(=O)/C(=C\c2cccs2)SC1=S)Nc1cc([N+](=O)[O-])ccc1O
 : 2%, 15%, -37, 9, -1%, 3%, -1%, 1, -1, 5%
Cc1ccccc1NC(=O)c1cc2c(=O)n3cccc(C)c3nc2s1
 : 3%, -2%, 5, 5, 2%, 3%, 3%, 7, 0, 2%
Cc1ccccc1COc1cccc(/C=N/NC(=O)c2nnn(-c3nonc3N)c2C)c1
 : 3%, 14%, -9, -1, 0%, ?, 6%, -3, 10, -3%
COCCNC(=S)N1CCN(S(C)(=O)=O)CC1
 : -2%, -11%, -2, -5, -5%, 8%, -4%, -5, -10, 3%
O=C(C1CCC1)N1CCCc2cc(S(=O)(=O)N3CCN(c4ccccc4)CC3)ccc21
 : 1%, -2%, -8, -9, 5%, -1%, -5%, 5, -25, -16%
O=C(c1ccc2ncsc2c1)N1CCN(c2nc3ccccc3s2)CC1
 : 2%, 5%, -5, /, 1%, ?, -5%, 6, 17, -3%
Cc1cc(-c2ccc(C)c(S(=O)(=O)NCc3ccc(OC(C)C)cc3)c2)on1
 : -1%, -5%, 4, -3, 22%, ?, 7%, 27, -14, -1%
O=C(C1CCCN(S(=O)(=O)c2ccc(F)cc2)C1)N(Cc1cccs1)C1CC1 (stereo not drawn)
 : 1%, -2%, -7, -3, 8%, 12µM*, 12%, 29, 26, -8%
CC1Cc2ccccc2N1C(=O)CSc1nnc(Cn2nnc3ccccc32)n1C (stereo not drawn)
 : 2%, 7%, 6, -25, 1%, -16%, 3%, -1, -1, 1%
COc1ccc(C(=O)NCc2nnc(SCC(=O)Nc3cc(OC)ccc3OC)o2)cc1
 : 2%, ?, -11, 5, -8%, -1%, 7%, -4, -6, 0%
Cc1cc(C)cc(-n2ncc3c2CCCC3NC(=O)c2cc(C)[nH]n2)c1 (stereo not drawn)
 : 0%, 2%, 3, -6, 2%, ?, 16%, -1, 5, -3%
O=C(CSc1nnc(-c2ccncc2)o1)N1CCc2ccccc2C1
 : -3%, 25%, -1, 0, 11%, -4%, -12%, -1, 2, 5%
N#CC1=CN(Cc2ccccc2)C=C(/C=N/Nc2ccccc2)C1
 : -2%, 16%, 20, 7, -4%, -12%, -4%, -3, 3, -5%
O=C(Nc1nc(-c2ccccc2)c(C(=O)c2ccccc2)s1)c1ccc(S(=O)(=O)N2CCCCC2)cc1
 : 5%, 2%, -2, -23, -1%, ?, 7%, -8, 13, 2%[46.1 µM]
CSc1ccc(C(=O)N2CCc3ccc(NC(=O)c4ccccn4)cc3C2)cc1
 : -15%, -7%, 2, -5, -4%, ?, 2%, ?, 0, 17%
Cc1ccc(Cl)c2sc(N3CCN(C(=O)c4ccco4)CC3)nc12
 : 0%, 2%, -5, 9, -6%, ?, 12%, ?, -4, -1%
NS(=O)(=O)c1ccc(CNC(=O)c2cccnc2Cl)cc1
 : 2%, 9%, -7, 1, -6%, 7%, 5%, 1, 0, -1%
COC(=O)c1c(C(=O)NCc2ccccc2)ncn1CC(O)COc1ccccc1 (stereo not drawn)
 : 3%, 4%, 14, -7, -4%, -2%, 6%, 0, 1, 6%
O=S(=O)(NCCc1ccccc1)c1ccc(Cl)nc1
 : 1%, 2%, -1, -6, -3%, -2%, -3%, -1, 6, 2%[46.1 µM]
CCOC(=O)N1CCN(C(=O)CCc2cc(OC)c(OC)c(OC)c2)CC1
 : 3%, 9%, 16, 9, -3%, 10%, 16%, 2, 7, -2%
CCN(CC)N=Nc1ccc(S(=O)(=O)Nc2c(C)n(C)n(-c3ccccc3)c2=O)cc1
 : 1%, -3%, -6, -8, 2%, -5%, 7%, 0, -5, -6%
COc1ccc(-c2sc3cc4c(cc3c2C#Cc2cncn2C)OCO4)cc1
 : 1%, -23%, -2, 5, /, -14%, 4%, /, -7, 19%
Cc1ccc(S(=O)(=O)N2c3ccccc3OCC2c2ccccc2)cc1 (stereo not drawn)
 : -7%, -4%, -17, -16, 10%, ?, 6%, -4, -3, 1%[46.1 µM]
CCC(C)(NC(=O)c1ccc(=O)[nH]c1)C(=O)NC1CCCC1 (stereo not drawn)
 : 1%, 7%, 1, -22, -5%, -6%, -14%, -2, -13, -2%
Cc1nnc2ccc(-c3ccc(NC(=O)c4ccco4)cc3)nn12
 : 3%, -1%, -5, -5, -4%, ?, 3%, 0, 0, -8%
CS(=O)(=O)c1ccc(C(=O)OCc2nnc(-c3ccccc3)o2)cc1[N+](=O)[O-]
 : 0%, -3%, ?, -12, 0%, 26%, -7%, -1, 0, -23%
COc1cc(C=O)ccc1OS(=O)(=O)c1ccccc1[N+](=O)[O-]
 : 4%, 0%, -7, -3, -2%, ?, -7%, -2, -7, -3%[46.1 µM]
C/C(=N\NS(=O)(=O)c1ccc(C)cc1)c1ccc(C)s1
 : -2%, 18%, 9, 10, 0%, -5%, 9%, -2, -2, 3%
Cc1ccc(NC(=O)N2CCCCCC2)cc1
 : 4%, 2%, 6, 0, -3%, ?, -2%, ?, -26, 1%
CCc1ccccc1-n1cnc2cc(C(=O)O)ccc21
 : 1%, 12%, 8, -1, 4%, -7%, /, -1, 6, 0%
CN(c1ccccc1)S(=O)(=O)c1cccc(NC(=O)CSc2nncs2)c1
 : -1%, -17%, -20, -17, 0%, ?, 2%, -1, 13, 3%
CC(=O)Nc1ccc(S(=O)(=O)N2CCN(S(=O)(=O)N3CCCCCC3)CC2)cc1
 : 3%, 3%, -5, 5, -2%, 3%, -2%, 2, -10, 5%
CC(=O)Nc1ccc(S(=O)(=O)Nc2nc3ccccc3nc2Nc2ccc(O)cc2)cc1
 : 2%, -22%, -4, -3, -5%, ?, -12%, 3, 1, 0%
N#Cc1ccc(-c2cccnc2)nc1SCC(=O)Nc1sc2c(c1C#N)CCC2
 : 1%, -26%, -3, -6, 0%, -6%, 2%, 1, -17, -3%
CN1CCN(c2nc(-c3ccc(Cl)s3)cs2)CC1
 : 4%, 9%, -2, -17, 4%, ?, 4%, 9, 9, -69%
COc1ccc(S(=O)(=O)N2CCc3ccccc32)cc1C(=O)OCC(=O)c1c(N)n(C)c(=O)n(C)c1=O
 : -5%, 8%, 7, 4, 3%, -15%, 0%, 5, -2, 4%
CC1CCN(C(=O)c2ccc3c(c2)NC(=O)CN3)CC1
 : 2%, 0%, 1, ?, -11%, 13%, 0%, 0, 2, 0%
Cc1ccccc1-c1cc2c(nn1)-c1ccccc1C2=O
 : 0%, 4%, 2, 2, -6%, ?, 11%, 8, 2, 4%
Cc1ccc(NC(=O)CCn2cnc3cc(C)c(C)cc32)cc1
 : 2%, -3%, -2, -1, 3%, -2%, 2%, 11, -9, 0%[46.1 µM]
COc1cc(C(=O)O[C@H]2C/C(C)=C/CC[C@@]3(C)O[C@@H]3[C@H](O)[C@@H]2C(C)C)cc(OC)c1OC
 : -6%, -23%, 0, -13, 27%, ?, -3%, 25, -8, 2%
Nc1c(-c2ccccc2Cl)cnn1-c1cccc([N+](=O)[O-])c1
 : -1%, 11%, -4, -9, 6%, ?, 3%, 14, 2, 7%
CC1(C)Cc2c(c(N3CCOCC3)nc3snc(N)c23)CO1
 : 0%, 13%, -5, 9, 7%, 8%, 5%, 2, -13, -6%
CCC(C)NC(=O)C1c2ccccc2C(=O)N(c2ccc(OC)cc2)C1c1ccc(OC)cc1 (stereo not drawn)
 : -2%, 4%, 2, -8, 1%, 18%, 4%, 1, -13, /
